S1P4 antagonist: S1P4 receptor antagonists, primary screen, cell-based; S1P4-expressing cells, antagonist mode, reporter read-out; 0.26% of 220,000 active; inhibition, % at 4.98 µM; AID 1510, 2009; Sphingosine 1-phosphate receptor 4 (Homo sapiens), O95977; in the data active means inhibition above about 29%;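 further: 0% = wells stimulated with agonist and 100% = vehicle wells without agonist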
NPY-Y1 antag: NPY-Y1 receptor antagonists, primary screen, cell-based; Neuropeptide Y receptor type 1 (Homo sapiens), P25929; HEK293-CNG Y1 cells, membrane potential fluorescence; NPY at EC95, then isoproterenol; inhibition, % at 3.6 µM; 1% of 200,000 active;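 active means inhibition above the campaign mean inhibition of all tested compounds plus 3 SD, cut at about 20% in these data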;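 further: 0% = DMSO wells given NPY plus isoproterenol and 100% = isoproterenol alone without NPY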
Target sequence (P25929 whole entry, looked up): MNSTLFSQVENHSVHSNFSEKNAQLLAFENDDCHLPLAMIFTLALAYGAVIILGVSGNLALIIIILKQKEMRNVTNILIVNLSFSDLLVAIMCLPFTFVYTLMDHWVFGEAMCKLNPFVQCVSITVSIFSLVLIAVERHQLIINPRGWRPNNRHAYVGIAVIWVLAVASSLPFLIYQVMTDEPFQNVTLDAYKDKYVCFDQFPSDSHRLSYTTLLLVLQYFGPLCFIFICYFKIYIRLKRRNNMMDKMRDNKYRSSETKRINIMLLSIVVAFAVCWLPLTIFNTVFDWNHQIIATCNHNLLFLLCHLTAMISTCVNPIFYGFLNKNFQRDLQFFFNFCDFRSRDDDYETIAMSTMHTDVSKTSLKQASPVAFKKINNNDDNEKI
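Material: HEK293 Y1/CNG channel cell line; also added: NPY (25 nM), isoproterenol (1 µM), Ro 20-1724 (25 µM); doses: one concentration, 3.6 µM, in 0.4% DMSO; schedule: compound incubation 1 h at room temperature, readout 45 min post-stimulation; technique: membrane potential fluorescence; measure: fluorescence ratio normalized to % inhibition between controls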
BaF3 parental: parental Ba/F3 cell viability inhibition, counter-screen for JAK2V617F inhibitor project, murine pro-B, CellTiter-Glo luminescence | inhibition, % at 5.6 µM | 1.1% of 220,000 active | CellTiter-Glo ATP luminescence | AID 1486, 2009;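 active means inhibition above a per-campaign cutoff, the mean inhibition of all tested compounds plus 3 SD, cut at about 27% in these data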;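 further: 0% = DMSO wells and 100% = JAK Inhibitor I control wells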
S1P4 ag: S1P4 receptor agonists, primary screen, cell-based | S1P4-expressing cell line, agonist reporter assay | activation, % at 4.98 µM | 0.35% of 220,000 active; in the data active means activation above about 11%;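 further: 0% = DMSO vehicle and 100% = reference agonist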
NPY-Y2 PAM-ag: NPY-Y2 potentiators or agonists, primary screen, cell-based; Neuropeptide Y receptor type 2 (Homo sapiens), P49146; cells expressing NPY-Y2, potentiator/agonist read-out; activation, % at 3.6 µM; 0.45% of 220,000 active; AID 1359, 2008; in the data active means activation above about 27%;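 further: cells stimulated with NPY near EC25 plus isoproterenol at EC100; 0% = vehicle plus submaximal agonist and 100% = vehicle plus saturating agonist; some results beyond the cut were filed as inactive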
Target sequence (P49146 whole entry, looked up): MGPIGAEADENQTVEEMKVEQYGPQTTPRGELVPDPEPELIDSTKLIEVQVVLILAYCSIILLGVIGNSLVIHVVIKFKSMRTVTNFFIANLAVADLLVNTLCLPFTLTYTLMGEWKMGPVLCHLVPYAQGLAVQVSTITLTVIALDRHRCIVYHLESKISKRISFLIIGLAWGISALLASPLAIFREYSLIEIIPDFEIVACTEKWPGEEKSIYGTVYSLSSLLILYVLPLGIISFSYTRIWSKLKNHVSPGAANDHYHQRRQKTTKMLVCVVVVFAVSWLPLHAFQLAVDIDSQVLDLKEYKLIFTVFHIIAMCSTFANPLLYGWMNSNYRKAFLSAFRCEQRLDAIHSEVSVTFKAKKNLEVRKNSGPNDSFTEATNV
NPY1 pot ag: NPY-Y1 receptor potentiators or agonists, primary screen, cell-based | Neuropeptide Y receptor type 1 (Homo sapiens), P25929 | 0.37% of 220,000 active | NPY-Y1 expressing cells, potentiator/agonist activation | activation, % at 3.6 µM; in the data active means activation above about 33%, passing the limit was not always enough;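 further: cells stimulated with NPY at EC10 then isoproterenol at EC100; 0% = low agonist plus stimulus and 100% = saturating agonist plus stimulus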
RBBP9 inhibitor: human RBBP9 inhibitors, primary screen, biochemical, fluorescence polarization, FP-Rh probe, HTS | 0.2% of 220,000 active | Serine hydrolase RBBP9 (Homo sapiens), O75884 | recombinant RBBP9 | inhibition, % at 7.94 µM | AID 1515, 2009;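 active means inhibition above the campaign mean of all tested compounds plus 3 SD, cut at about 14% in these data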;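 further: plate controls were DMSO wells with RBBP9 for no effect and wells lacking RBBP9 protein for full effect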
Target sequence (O75884 whole entry, looked up): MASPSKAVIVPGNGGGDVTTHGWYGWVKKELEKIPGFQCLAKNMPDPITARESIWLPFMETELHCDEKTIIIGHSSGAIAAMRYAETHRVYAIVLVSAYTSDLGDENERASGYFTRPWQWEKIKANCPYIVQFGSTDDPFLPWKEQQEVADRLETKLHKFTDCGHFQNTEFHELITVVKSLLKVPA
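Test system – recombinant human RBBP9 · Input – RBBP9 2.5 µM in dispensing solution, pre-mixing · Medium – Tris buffer pH 8.0, NaCl, Pluronic · Schedule – preincubation 30 min plus labeling 45 min at 25 °C · Measured by – fluorescence polarization · Measure – % inhibition · Controls – DMSO and no-protein wells · Replicates – one well per compound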
Runt-CBFb FRET: inhibitors of RUNX1 Runt–CBFb binding, primary screen, biochemical, FRET, Cerulean-Runt, Venus-CBFb, uHTS; Runt-related transcription factor 1 (Homo sapiens) + Core-binding factor subunit beta …; Cerulean-Runt/Venus-CBFb FRET ratio 530/480, 1 h; inhibition, % at 20 µM; 0.46% of 220,000 active; AID 1496, 2009;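 active means inhibition over about 50% at 20 µM in the single-dose screen, limit read from the data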;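 further: 0% = DMSO wells and 100% = excess unlabeled CBFb competitor control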
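Reagent – Venus-CBFb binding partner, 100 nM · Assay system – Cerulean-tagged RUNX1 Runt domain (FRET donor) fusion protein · Input – 100 nM per protein · Incubation – two 1 h room-temperature incubations shielded from light · Measured by – FRET fluorescence · Medium – Tris buffer pH 7.5 with salts and BSA · Benchmarks – unlabeled CBFb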
Ba/F3 V617F tox: reduced viability of JAK2V617F-dependent Ba/F3 cells, primary screen, JAK2V617F inhibitor project, cell-based, Ba/F3 EpoR-JAK2V617F, luminescence. ATP luminescence. inhibition, % at 5.6 µM. 1.1% of 220,000 active;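 active means inhibition above the campaign mean plus 3 SD over all tested compounds, cut at about 24% in these data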;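 further: cytokine-independent growth of Ba/F3 cells driven by EpoR plus mutant JAK2; 0% = DMSO-treated cells and 100% = JAK inhibitor I control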
Starred values were filed as active, the others as inactive; . = no result given. This is a random part of the collection (roughly 3.6% active in at least one column).

SMILES	S1P4 antagonist	NPY-Y1 antag	BaF3 parental	S1P4 ag	NPY-Y2 PAM-ag	NPY1 pot ag	RBBP9 inhibitor	Runt-CBFb FRET	Ba/F3 V617F tox
COc1ccc(N2C(=O)CC(NCc3ccc(F)cc3)C2=O)cc1 (centres undefined)	-7.6	-3.8	4.3	-1.0	-4.3	-9.1	-7.5	2.7	2.7
CC(=O)Nc1ccc(CN2CCN(CC(C)C)C(CCO)C2)cc1 (centres undefined)	2.0	0.2	9.2	1.2	-5.5	1.4	-0.1	0.2	-0.6
CCN1CCN(CCn2c(=S)[nH]c3cc4c(cc3c2=O)OCO4)CC1	-8.8	6.3	1.8	1.8	-1.2	-8.5	1.1	0.0	-1.3
CCC(Oc1ccccc1)C(=O)Nc1ccc(-c2nnc(-c3ccco3)o2)cc1 (centres undefined)	-14.7	9.3	5.0	-0.2	-10.9	-10.0	-9.8	-1.9	-0.5
CNC(=O)Cn1c(C)cc(=O)c2cccc(C)c21	-5.4	.	-6.7	-0.3	3.0	-8.7	-6.6	1.5	-2.2
Cc1cccc(-n2c(C)cc(/C=C3/C(=N)N4C(c5ccccc5)=CSC4=NC3=O)c2C)c1	3.5	2.4	8.0	3.6	-1.9	-7.2	-6.0	-169.9	-1.3
Cc1ccc(-n2ncc3c(=O)n(CC(=O)NCc4ccco4)cnc32)cc1C	-26.7	0.3	0.3	-2.1	1.7	-31.2	-3.4	2.0	-6.2
COc1ccc(NC(=O)O/N=C/c2c(C)nn(C(C)(C)C)c2C)cc1	-16.2	.	-0.2	0.1	-22.1	-10.9	-5.3	0.1	2.1
Cc1ccc(OCC(=O)N2CCN(C(=O)Cc3ccccc3)CC2)cc1	-30.8	3.2	0.8	1.0	9.7	7.7	-5.3	-1.6	-2.5
Cc1ccc(S(=O)(=O)NNC(=O)c2ccc(O)cc2)cc1	-14.6	5.0	4.8	-1.7	-12.9	-0.7	-12.0	2.0	3.8
Cc1sc(=NC(=O)c2ccco2)n(C)c1-c1ccc(Cl)cc1	2.2	3.1	-1.1	-0.9	-10.7	-13.5	5.8	-2.9	-3.6
CCN1CCCC1CNS(=O)(=O)c1ccc(Cl)c(C(F)(F)F)c1 (centres undefined)	0.8	2.2	3.5	-0.8	2.3	7.3	-7.0	1.4	-1.5
COc1cccc(OC)c1OCCCOc1ccc(C)cc1Br	-14.9	1.0	3.4	1.4	-4.3	-28.4	-4.1	-0.8	-3.5
Cc1cccc(CN2CCNC2=O)c1	-16.9	3.6	6.0	-0.5	-6.2	-4.9	-12.9	.	6.6
Cc1ccc(S(=O)(=O)N(C)C)cc1NC(=O)c1sccc1Cl	-3.7	.	-0.5	2.6	-6.4	-6.5	-4.6	1.6	1.5
COc1ccc(Nc2nc3cc(C)ccc3cc2C#N)c(OC)c1	-26.1	-3.2	3.2	0.7	6.4	13.7	1.8	.	-3.4
O=C(/C=C/c1cn(-c2ccccc2)nc1-c1cccnc1)N1CCCCC1	8.1	-1.9	2.1	0.1	-9.3	3.1	-1.2	-1.7	-0.5
c1ccc(Cc2nn[nH]n2)cc1	-14.5	0.1	1.7	0.2	3.0	-6.2	5.2	-1.5	-5.0
COCCCN1C(=O)C(=O)/C(=C(/O)c2ccc(OC(C)C)cc2)C1c1cccnc1 (centres undefined)	-5.3	0.2	1.9	1.0	3.0	2.3	1.1	-1.3	-0.8
COc1cc2c(=O)n(CCCC(=O)NCC3CCCO3)c(=O)n(CC(=O)c3ccc(F)cc3)c2cc1OC (centres undefined)	2.8	-5.4	9.7	0.9	10.6	3.9	5.3	-4.9	9.0
CSc1ccc(CN2CCCC(CNC(=O)c3ccc(F)cc3)C2)cc1 (centres undefined)	-3.1	-0.2	11.6	1.0	-28.7	-13.1	-4.2	0.2	9.5
CCn1cc(C(=O)NCc2ccco2)c(=O)c2cc(S(=O)(=O)N3CCCCCC3)ccc21	-2.2	7.3	9.3	-1.6	4.3	-7.1	-4.5	-1.7	6.0
CC1Cc2ccccc2N1S(=O)(=O)c1cccc(C(=O)NCCCn2ccnc2)c1 (centres undefined)	-13.6	3.5	7.8	1.2	-7.4	1.1	-9.1	0.9	0.9
COC(=O)c1ccccc1NC(=O)CN1C(=O)c2ccccc2S1(=O)=O	5.8	1.6	5.8	0.3	5.1	-24.1	-0.3	-0.7	-0.8
O=C1CCC(C(=O)NCc2ccc3c(c2)OCO3)N1 (centres undefined)	2.2	-0.2	5.3	0.2	-4.8	6.6	-1.9	1.6	-0.8
Cc1ccc(NC(=O)CSc2nnc(Cn3c(=O)sc4ccccc43)n2C)cc1Cl	-3.2	-0.8	-0.2	-0.2	21.4	-9.4	-6.0	-1.1	-6.5
OCCC1CN(Cc2ccccc2-c2ccco2)CCN1Cc1ccsc1 (centres undefined)	-22.8	6.6	-1.5	2.9	-14.6	-1.2	2.9	3.3	-1.1
Cc1ccc(Nc2nc(N)nc(CN3CCN(Cc4ccc5c(c4)OCO5)CC3)n2)cc1C	-10.9	16.3	9.5	0.8	-21.2	-25.5	-3.6	-3.7	-3.7
Cc1ccc(NC(=O)CSc2ccc3nnc(CCNC(=O)c4ccccc4)n3n2)c(C)c1	-13.8	-2.9	8.3	-1.1	-22.4	0.7	-10.2	0.6	2.6
COCCCNC(=S)N/N=C/c1ccc(O)cc1O	15.7	.	0.3	1.8	-6.7	2.3	-7.9	-0.3	-3.7
CCN1CCN(c2cc3c(cc2F)c(=O)c(C(=O)O)cn3C2CC2)CC1	-39.3	-3.1	7.5	1.4	13.5	16.5	-5.7	-1.1	-0.3
CCOc1ccc(-n2c(SCC(=O)NC(C)CC)nc3n[nH]c(C)c3c2=N)cc1 (centres undefined)	-12.2	-1.3	3.1	0.5	1.9	-2.1	-6.0	-2.2	-0.3
COCCn1c(=S)[nH]c2cc(C(=O)NCCCN3CCOCC3)ccc2c1=O	-8.6	-0.9	5.1	-1.4	-7.9	-6.8	-1.7	0.0	4.4
N#Cc1ccccc1NC(=O)c1cc(=O)c2ccccc2o1	-2.4	5.5	1.5	0.6	6.6	3.9	-7.3	0.0	-2.1
Cn1c(N2CCC(C(N)=O)CC2)nc2c1c(=O)n(Cc1ccc(Br)cc1)c(=O)n2C	-23.0	2.2	6.3	1.6	-8.1	-14.3	-0.4	.	0.8
O=[N+]([O-])c1ccc(C2=Nn3c(Cn4nnc5ccccc54)nnc3SC2)cc1	11.5	.	2.3	0.1	-9.2	5.5	1.5	21.2	-0.5
S=C(Nc1ccccc1Cl)N(CCCN1CCOCC1)Cc1ccco1	-5.4	2.5	-0.6	-2.3	13.9	1.2	-5.1	1.0	-3.3
CCCS(=O)(=O)N1CCCC(C(=O)NC2CCCCC2)C1 (centres undefined)	-1.0	9.7	-1.8	-0.3	3.0	-6.9	2.6	1.4	-3.7
Cc1ccccc1N1CCN(CCN2C(=O)CC(=C3c4ccccc4-c4ccccc43)C2=O)CC1	-5.7	5.2	0.8	1.3	-0.8	-7.9	-1.4	.	-2.0
CCN1CCN(c2oc(COc3ccc(-c4ccccc4)cc3)nc2C#N)CC1	-18.5	8.7	4.6	2.0	-32.7	-22.8	-8.3	-6.7	1.2
Cc1ccc(CNC(=O)C2CC(c3cccc([N+](=O)[O-])c3)=NO2)cc1 (centres undefined)	-16.1	8.8	0.6	0.9	-25.2	-28.2	1.8	-1.0	2.4
Clc1cccc(Cl)c1CSc1nnc(CN2CCOCC2)n1-c1ccccc1	21.5	5.6	7.0	-0.6	-7.7	-2.3	-2.8	2.5	4.4
Cc1cccc2sc(NC(=O)Cn3cccc3)nc12	-20.6	3.7	-0.2	0.8	-3.3	2.8	2.6	3.1	-4.6
FC(F)C(F)(F)C(F)(F)C(F)(F)c1cc(-c2ccccc2)n[nH]1	5.7	0.7	8.9	0.7	25.9	15.5	-5.7	-2.0	0.4
CCn1c(-c2cccn(Cc3ccccc3)c2=O)n[nH]c1=S	-12.2	-0.4	2.6	0.7	-1.7	-1.3	-10.4	7.3	-0.9

Gathered by group: the entries above with a cyano group.
SMILES	S1P4 antagonist	NPY-Y1 antag	BaF3 parental	S1P4 ag	NPY-Y2 PAM-ag	NPY1 pot ag	RBBP9 inhibitor	Runt-CBFb FRET	Ba/F3 V617F tox
COc1ccc(Nc2nc3cc(C)ccc3cc2C#N)c(OC)c1	-26.1	-3.2	3.2	0.7	6.4	13.7	1.8	.	-3.4
N#Cc1ccccc1NC(=O)c1cc(=O)c2ccccc2o1	-2.4	5.5	1.5	0.6	6.6	3.9	-7.3	0.0	-2.1
CCN1CCN(c2oc(COc3ccc(-c4ccccc4)cc3)nc2C#N)CC1	-18.5	8.7	4.6	2.0	-32.7	-22.8	-8.3	-6.7	1.2

The list goes on:
SMILES	S1P4 antagonist	NPY-Y1 antag	BaF3 parental	S1P4 ag	NPY-Y2 PAM-ag	NPY1 pot ag	RBBP9 inhibitor	Runt-CBFb FRET	Ba/F3 V617F tox
O=S1(=O)N=C(Nc2ccc(N3CCOCC3)cc2)c2ccccc21	5.5	5.6	3.0	3.7	2.5	4.8	2.9	-2.0	-1.7
COc1ccc(COC(=O)Nc2cn(C)nc2C(F)(F)F)cc1	-12.9	-4.8	6.6	0.3	5.7	7.3	-1.2	0.0	-1.3
c1ccc(CN2CCC(Nc3nc(-c4cccs4)nc4ccccc34)CC2)cc1	-7.7	21.1*	4.6	-0.4	29.2	4.3	-20.6	-0.8	4.0
COc1ccccc1C(=O)NCCn1ccc2ccccc21	15.3	10.6	3.7	1.6	4.0	12.4	-4.7	-3.1	2.0
CC(C(=O)OCC(=O)Nc1ncc(Cl)cc1Cl)N1C(=O)c2ccccc2C1=O (centres undefined)	-1.8	0.5	4.4	1.9	5.5	-9.8	-0.2	-0.2	0.2
CSc1ccc(S(=O)(=O)NCCSc2ccccn2)cc1	4.6	14.2	1.8	0.1	-29.2	-26.7	-3.1	.	0.3
Cc1cccc(C(=O)N2CCN(c3ncnc4c3cnn4-c3ccccc3)CC2)c1	-2.2	5.4	2.4	-0.2	6.3	-30.5	-7.3	-2.4	-3.0
Cc1ccccc1NC(=S)N(Cc1cccnc1)Cc1ccccc1Cl	-3.5	-4.0	7.5	1.0	-13.8	-19.0	-3.2	0.8	1.5
Cc1ccccc1-c1nnn(Cc2ccc(-c3nn[nH]n3)cc2)n1	-9.4	7.3	0.6	-0.1	8.0	-7.0	-0.8	3.5	-4.2

Screens (PubChem BioAssay)
